CYP2C9 act: CYP2C9 (human) activation. AID 1024. activation factor at 5 µM. P11712. 96,000 compounds, 1.4% hits. recombinant CYP2C9, luciferin-H conversion, luminescence; stronger effect = higher value; factor 1 = untreated enzyme, 0 = blocked;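 active = activation factor of 2 or more for CYP2C9 at a 5 µM dose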;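 note: 0 = sulfaphenazole-blocked wells and 1 = vehicle-only wells; values of inactives mirror those of a sister screen read the other way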
Target sequence (P11712 whole entry, looked up): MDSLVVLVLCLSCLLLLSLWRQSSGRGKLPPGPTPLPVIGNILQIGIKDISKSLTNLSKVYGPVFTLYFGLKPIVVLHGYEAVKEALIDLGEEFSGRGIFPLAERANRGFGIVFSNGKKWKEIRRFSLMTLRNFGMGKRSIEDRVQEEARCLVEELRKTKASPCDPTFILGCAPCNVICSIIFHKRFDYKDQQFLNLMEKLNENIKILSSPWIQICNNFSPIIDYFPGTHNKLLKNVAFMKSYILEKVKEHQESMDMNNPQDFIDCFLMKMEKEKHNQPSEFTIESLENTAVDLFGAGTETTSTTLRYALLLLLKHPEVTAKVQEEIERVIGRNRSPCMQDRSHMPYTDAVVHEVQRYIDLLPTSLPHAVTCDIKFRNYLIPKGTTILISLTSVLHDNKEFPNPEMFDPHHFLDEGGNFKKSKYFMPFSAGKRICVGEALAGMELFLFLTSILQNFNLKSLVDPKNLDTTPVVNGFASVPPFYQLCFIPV
LYP inh 2: LYP (human) phosphatase inhibition; recombinant LYP catalytic domain, DiFMUP fluorescence; inhibition, % at 2 µM; AID 640; 96,000 compounds, 0.21% hits; Q9Y2R2;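 active = inhibition at 2 µM at or above a set limit, the screen mean plus 3 SD, cut at about 24% in these data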;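 note: 0% = DMSO with enzyme and 100% = enzyme fully blocked by orthovanadate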
LYP act: activators of human LYP (PTPN22) phosphatase; Q9Y2R2; recombinant LYP, DiFMUP fluorescence; 0 = plate median, 100 = signal doubled; activation, % at 2 µM; 96,000 compounds, 0.11% hits; AID 697;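 active = activation at 2 µM above a set limit, the mean plus 5 SD, cut at about 37% in these data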
PTK2B oligo ant: blocks oligomerization of human Pyk2 in cells. Q14289. 99,000 compounds, 0.83% hits. z-score (the deposit names both 25 µM and 10 µM). Q293 cells, Pyk2 FERM NanoBiT luminescence; stronger effect = lower value. AID 1347419;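 active = Z-score of -3 or lower, scaled per plate to the spread of control and sample wells; inactive = z-score above -3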;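 note: negative z-score means lost luminescence so less FERM oligomerization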
PostGolgi ctrl: inhibits growth of the yeast control strain; AID 738; efflux-deficient yeast background strain, growth absorbance A615, 16 h; inhibition, % at 10 µM; 98,000 compounds, 5% hits
E coli WT exp: blocks growth of wild type E. coli BW25113 | OD600 absorbance | growth inhibition, % at 100 µM | 98,000 compounds, 0.15% hits | AID 710;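 active = growth inhibition above about 50% at one test dose, limit read from the data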;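 note: growth measured after 20 h incubation at 37 °C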
hDAT+cocaine: human DAT dopamine uptake with cocaine, either direction | LLC-PK1 hDAT cells, [14C]-dopamine uptake with cocaine IC80; actives deviate in either direction | B-score at 10 µM | 110,000 compounds, 1.3% hits | AID 449768;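 active = Z score or B-score, a plate-position-corrected score, falls beyond the plate's 99.7% confidence bounds, in either direction; inactive = both scores lie inside the 99.7% bounds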;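 note: scored against the spread of the other compound wells on the same plate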
Target sequence (Q01959 whole entry, looked up): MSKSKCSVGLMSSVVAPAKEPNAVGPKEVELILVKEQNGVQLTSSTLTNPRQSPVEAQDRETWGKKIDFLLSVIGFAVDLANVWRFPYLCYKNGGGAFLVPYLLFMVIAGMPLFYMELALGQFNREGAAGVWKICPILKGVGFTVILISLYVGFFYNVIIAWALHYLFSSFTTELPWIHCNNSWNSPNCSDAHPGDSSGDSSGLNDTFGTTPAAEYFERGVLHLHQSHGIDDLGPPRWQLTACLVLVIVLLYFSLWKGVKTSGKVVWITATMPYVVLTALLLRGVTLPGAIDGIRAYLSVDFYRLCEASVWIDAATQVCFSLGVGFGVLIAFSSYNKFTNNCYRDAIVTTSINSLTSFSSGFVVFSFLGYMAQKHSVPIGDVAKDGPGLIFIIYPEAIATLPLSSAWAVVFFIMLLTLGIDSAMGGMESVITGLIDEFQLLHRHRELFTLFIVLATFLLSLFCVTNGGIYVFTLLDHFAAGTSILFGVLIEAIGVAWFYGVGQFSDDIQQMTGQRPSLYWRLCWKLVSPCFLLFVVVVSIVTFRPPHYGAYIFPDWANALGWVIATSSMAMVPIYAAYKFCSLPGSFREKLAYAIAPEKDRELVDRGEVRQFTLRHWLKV
CYP2C9 inhib: blocks human cytochrome P450 2C9. AID 777. CYP2C9 Supersomes, luciferin-H conversion, luminescence. inhibition, % at 5 µM. 96,000 compounds, 20% hits;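 active = blocking of liver enzyme CYP2C9 beyond about 50% at 5 µM, limit read from the data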; note: values of inactives mirror those of a sister screen read the other way
PostGolgi yeast: growth inhibition of a yeast mutant, post-Golgi transport screen; inhibition, % at 10 µM; 98,000 compounds, 0.9% hits; post-Golgi transport phenotypic cell assay;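 note: yeast cells grown in 1536-well plates; yeast grown about 18 h at 30C before absorbance read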
Starred values were filed as active, the others as inactive; nt = not tested or not shown. Cut-off read from the data, not from the text of the source, unless noted: active = inhibition above about 30%; inactive = the rest.

Below each SMILES – CYP2C9 act	LYP inh 2	LYP act	PTK2B oligo ant	PostGolgi ctrl	E coli WT exp	hDAT+cocaine	CYP2C9 inhib	PostGolgi yeast
> CCSc1nnc(NC(=O)c2cccnc2Cl)s1
 : nt	-23	22	-0.19	nt	nt	0.51	nt	nt
> CN(C)c1ccc(/C=C(\C#N)C(=O)Nc2nc3c(s2)CCN(Cc2ccccc2)C3)cc1
 : 0.8	0	1	-1.3	4	-16	nt	20	nt
> CS(=O)(=O)N(CC(=O)N1CCN(c2ccccc2)CC1)C1CCCCC1
 : 0.9	8	-2	2.1	3	0	0.52	13	1
> COc1ccc(CCc2nc(C)ccc2O)cc1
 : 0.3	2	-5	0.31	0	9	-0.2	66*	-7
> CC(C)C(=O)Nc1ccc(C(=O)NC2CCSC2=O)cc1 (centres undefined)
 : 1	0	-2	0.59	8	0	-0.81	3	-3
> Cc1ccc(Oc2cc(-n3nc(C)cc3C)ncn2)cc1
 : nt	-9	6	-0.22	nt	nt	-0.17	nt	nt
> Cc1ccccc1-c1nc(CN2CCC(C(=O)O)CC2)c(C)o1
 : 1	-13	13	nt	-3	-1	0.36	-3	22
> Cc1nn(C(C)c2n[nH]c(=S)n2-c2cccc(Cl)c2)c(C)c1[N+](=O)[O-] (centres undefined)
 : nt	-5	4	0.17	nt	nt	-0.13	nt	nt
> O=S(=O)(NC1CC1)c1ccc(S(=O)(=O)N2CCCC(c3nc(-c4cccnc4)no3)C2)cc1 (centres undefined)
 : 0.4	0	-2	-0.29	-5	1	1.4	59*	10
> O=C(CN1CCN(Cc2ccccc2)CC1)c1ccc(Br)cc1
 : 1	2	-3	0.66	-5	10	nt	0	5
> COC(=O)c1nn(-c2ccc(-c3ccccc3)cc2)cc1O
 : 0.6	nt	nt	-0.49	8	-13	-0.15	43	1
> CCOC(=O)C1C(=O)NC(SCC(=O)OC)=C(C#N)C1c1ccccc1OCC (centres undefined)
 : 0.7	-10	8	0.08	5	-2	0.11	27	3
> O=C(Nc1ccc(N2CCOCC2)cc1)c1cccnc1
 : nt	6	-7	0.3	nt	nt	0.5	nt	nt
> CCC(=O)Nc1sc(C(=O)OC)c(C)c1C(=O)OC
 : 0.9	nt	nt	-0.75	6	0	-0.27	9	16
> COCCn1nnnc1C(c1ccc(Cl)cc1)N1CCSCC1 (centres undefined)
 : 0.7	-2	0	0.49	2	-10	-1.3	35	-1
> O=C(O)CN(c1ccc2c(c1)OCCO2)S(=O)(=O)c1ccccc1
 : 1	1	-3	0.65	7	-7	-0.8	-2	-3
> CC(=O)c1cc(C#N)c(Oc2cc(C)cc(C)c2)nc1C
 : 1.1	4	-2	0.75	-2	-9	-0.51	-6	6
> CC(Sc1nnc(Cc2cccs2)n1C1CCCCC1)C(=O)N1CCc2ccccc21 (centres undefined)
 : 0.2	8	-5	0.03	34*	-4	1.5	76*	-3
> COc1cc(-c2cc(C(=O)O)c3c(OC)c(OC)c(OC)cc3n2)ccc1O
 : 1	-9	7	0.29	5	-1	0.4	2	-7
> Cc1cccc(OCCn2c(S(=O)(=O)O)nc3ccccc32)c1
 : 0.7	-3	0	0.77	25	3	-0.029	35	2
> COc1ccc(C2=NOC(C(=O)NCCN3CCOCC3)C2)cc1 (centres undefined)
 : 1.1	4	-4	0.31	-2	-4	-0.074	-15	-3
> Cc1ccc(OCC(=O)Nc2cccc(C)n2)c(C)c1
 : 0.9	8	-6	0.12	20	-3	0.3	11	-1
> COc1ccc(-c2csc(N3C(=N)SCC3=O)n2)cc1
 : 1	22	-21	0.29	2	-1	1.9*	2	22
> CCOC(=O)c1cnc(SC2CC(=O)N(c3ccc(C)cc3)C2=O)nc1N (centres undefined)
 : 0.8	1	-2	1.5	12	-1	0.033	23	9
> Cc1nc(CCNC(=O)Cc2ccccc2)cs1
 : 0.9	-4	3	0.51	1	0	-2.3	8	3
> Cc1cc(-c2ccco2)c(C#N)c2nc3ccccc3n12
 : 1	nt	nt	-0.04	83*	-12	-0.23	5	25
> COc1ccc(OC)c(C2SCCN2S(C)(=O)=O)c1 (centres undefined)
 : 1	-3	4	-0.49	-5	-7	-0.46	0	-3
> COc1cc(C2NC(=O)NC(C)=C2C(=O)OC(C)C)ccc1OC(=O)c1ccco1 (centres undefined)
 : nt	-16	16	-0.52	nt	nt	0.084	nt	nt
> Cn1c(-c2ccc(F)cc2)cnc1SCC(=O)NCc1ccco1
 : 0.9	0	-1	0.14	4	4	1.2	10	-7
> O=C(NC1(O)C(=O)c2ccccc2C1=O)c1ccccc1
 : 1	11	-13	0.11	3	6	-0.11	5	-3
> C1CCc2c(nc3nnnn3c2N2CCOCC2)C1
 : 0.8	nt	nt	0.67	0	5	-2.4	18	2
> O=C(NC1CCCCC1)c1cc([N+](=O)[O-])ccc1N1CCOCC1
 : 1	1	3	0.6	-3	-3	0.14	1	4
> CCC1C(=O)N(c2nc(C)cc(C)n2)N=C1C (centres undefined)
 : 0.9	10	-8	0.24	5	3	-1	11	0
> CCn1c(=S)[nH]c2nc3c(cc2c1=O)CCCC3
 : 1	10	-9	2.9	8	-1	-0.81	4	-5
> O=C(Nc1ccc(N2CCOCC2)nc1)c1ccc(F)cc1
 : 1.3	-5	2	1.1	-4	-6	0.053	-30	-1
> CC1(C)CC(=O)C2=C(C1)OC(N)=C(C#N)[C@@]21C(=O)N(CC(N)=O)c2ccccc21
 : 1	9	-10	0.47	5	8	0.65	-1	6
> CCOc1ccc2nc(SCC(=O)NC3CCS(=O)(=O)C3)[nH]c2c1 (centres undefined)
 : 1	-5	4	1.4	7	3	-0.033	-2	-1
> Cc1nc2scc(-c3ccccc3)c2c(=O)o1
 : 0.9	5	-7	0.52	10	-2	1.9	9	1
> COc1ccc(OC)c(NC(=O)C2CC(=O)N(c3ccc(Br)cc3)C2)c1 (centres undefined)
 : 0.2	-4	1	0.55	19	-19	-0.53	84*	8
> COC(=O)c1cc2sc(Cl)cc2n1CC(=O)NCCC(C)C
 : 1.1	-2	4	0.26	6	-9	1.5	-7	-3
> CCn1c(=O)c(=O)[nH]c2cc(C(=O)NC3CCCc4ccccc43)ccc21 (centres undefined)
 : 0.9	nt	nt	-0.1	1	4	0.51	6	2
> O=C(Nc1ccc(F)cc1)C(c1ccccc1)N1CCN(C(=O)c2ccco2)CC1 (centres undefined)
 : 0.3	3	-5	-0.01	27	1	1.2	71*	4
> COc1cc(C(=O)N2CCCC(c3nc(-c4cccs4)no3)C2)cc(OC)c1OC (centres undefined)
 : 0.5	8	-10	-0.27	10	2	0.051	47	-5
> Cc1nn(Cc2ccc(Cl)cc2Cl)c(C)c1NC(=O)c1sc2ccccc2c1Cl
 : 0.9	-6	10	2.3	3	0	0.55	8	2
> COc1ccccc1-c1cc(C(=O)NCc2ccccc2)no1
 : 2.8*	-4	3	-1.8	26	-10	1.1	-177	9
> COc1cccc(C2=NC(C)(C)NC(c3ccccc3O)C2)c1 (centres undefined)
 : 0.5	1	-3	-0.8	2	17	-0.48	48	-13
> COc1ccc(OC)c(S(=O)(=O)N2CCc3ccccc32)c1
 : 1.2	-7	4	-0.01	6	5	-0.4	-21	-6
> CC1CCCN(C(C(=O)Nc2ccc3c(c2)OCO3)c2ccccc2)C1 (centres undefined)
 : 0.2	2	-4	nt	20	16	-0.065	82*	3
> COC(=O)NC1CSCC1OC(=O)c1ccc(Br)cc1 (centres undefined)
 : nt	5	-9	-1	-4	-4	-0.65	nt	-2
> O=C(CCS(=O)(=O)Cc1ccccc1)N1CCN(c2ccccc2)CC1
 : 1	2	-2	0.38	2	-4	-0.35	4	0
> CCc1ccc(NC(=S)Nc2cccc(OC)c2)cc1
 : 1.1	1	-1	0.28	-8	5	0.5	-10	-10
> COc1ccc(C2SCCN2S(=O)(=O)c2ccc(NC(C)=O)cc2)cc1 (centres undefined)
 : 0.6	9	-8	-0.75	12	-2	-0.24	43	-2
> CC1=C(C(=O)Nc2ccc(Cl)cc2)C(c2cccs2)n2nnnc2N1 (centres undefined)
 : 0.9	-2	0	-0.97	2	-7	-0.39	10	0
> CN(C)c1ccc(N/C=C/C(=O)c2ccccc2)cc1
 : 0.3	2	-5	-1.7	3	4	0.23	73*	-5
> COc1ccc(NC(=O)CSc2ccccc2)c(OC)c1
 : nt	-12	11	-0.08	nt	nt	0.41	nt	nt
> Cc1ccc(S(=O)(=O)N2CCCCC2C(=O)N2CCN(c3ccccc3F)CC2)cc1 (centres undefined)
 : 2.2*	-5	2	0.47	-3	5	-0.12	-121	7
> C/C(=C\c1ccccc1)CN1CCN(c2ccccc2)CC1
 : nt	-5	8	0.67	8	1	-1.1	nt	4
> O=C1CC(c2c[nH]c3ccccc23)C(=O)N1 (centres undefined)
 : 1.1	-8	3	-0.32	5	4	0.068	-10	3
> CCOC(=O)C1CCCCN1Cc1cccc(F)c1 (centres undefined)
 : 0.7	7	-6	0.94	10	1	-0.61	29	2
> COc1ccccc1-n1c(C)cc(C=O)c1C
 : 0.5	-2	3	0.81	6	-3	-0.81	54*	0

Going on with the list.
Below each SMILES – CYP2C9 act	LYP inh 2	LYP act	PTK2B oligo ant	PostGolgi ctrl	E coli WT exp	hDAT+cocaine	CYP2C9 inhib	PostGolgi yeast
> COc1ccc(CCNC(=O)CN2C(=O)c3ccccc3C2=O)cc1
 : 0.8	0	0	0.27	-3	-5	0.41	21	-4
> Cc1nn(-c2c(Cl)cc(Cl)cc2Cl)c(=O)c2ccccc12
 : 0.8	1	-1	-0.49	17	4	0.3	16	-11
> Cc1nc2nc[nH]n2c(=O)c1NC(=O)c1cccc(OCC(C)C)c1
 : 0.9	4	-5	-0.75	-4	-21	-0.3	7	-3
> O=C1c2ccsc2SCCN1Cc1ccc(Cl)cc1
 : 0.7	-7	11	-0.88	1	5	0.89	30	-7
> Cc1ccc(-c2cc(C(=O)NN=C3CCCC3)c3ccccc3n2)cc1
 : 0.7	-5	7	-0.15	3	7	-1	25	-10
> Cc1nnc(SCCC(=O)Nc2ccc(F)cc2)s1
 : 1	-3	4	0.16	3	8	-0.73	-1	-8
> CC(C)C(=O)Nc1cccc(C(=O)Nc2ccccc2C(=O)O)c1
 : 0.2	16	-15	-0.48	-2	0	0.38	83*	-2
> CNC(=O)C1C2C=CC3(O2)C1C(=O)N(C1CC1)C3C(=O)NCc1ccc(OC)cc1 (centres undefined)
 : 1.3	-11	6	0.07	23	1	-0.13	-26	4
> COc1ccc(NC(=O)c2cccs2)c([N+](=O)[O-])c1
 : 0.9	-3	5	0.47	3	-7	0.014	8	2
> N#Cc1ccc(-c2ccc(F)cc2)nc1Oc1ccc(F)cc1
 : 0.7	-4	9	0.06	-1	-4	-0.14	33	12
> CCOC(=O)c1ccccc1NC(=O)CSc1ncc(C(=O)OCC)c(N)n1
 : 0.1	-5	5	-1.4	12	-2	0.55	88*	3
> Cc1cc(C)c(C#N)c(SCc2ccccc2)n1
 : nt	-2	-1	-0.58	nt	nt	-0.53	nt	nt
> Cc1ccc(NC2c3ncccc3C(=O)N2c2ccccc2C)cc1C (centres undefined)
 : 0.8	5	-7	1.2	7	10	-0.83	21	2
> CC(=O)C1=C(C)NC(SCC(=O)c2ccc(-c3ccccc3)cc2)=C(C#N)C1c1cccnc1 (centres undefined)
 : 0.1	-7	7	nt	14	-10	1.3	86*	-7
> CCn1c(SCC(=O)OC)nnc1C1CCCCC1
 : 1	10	-7	-0.88	18	-4	-0.0096	0	6
> COc1ccc(NC(=O)Cn2nnc(C(=O)NCc3ccccc3)c2N)cc1Cl
 : 1.1	nt	nt	-0.37	24	-19	-1.5	-6	4

Random excerpt: two records from the list, in no set order.
Below each SMILES – CYP2C9 act	LYP inh 2	LYP act	PTK2B oligo ant	PostGolgi ctrl	E coli WT exp	hDAT+cocaine	CYP2C9 inhib	PostGolgi yeast
> CCn1c(SCC(=O)OC)nnc1C1CCCCC1
 : 1	10	-7	-0.88	18	-4	-0.0096	0	6
> Cc1nc2nc[nH]n2c(=O)c1NC(=O)c1cccc(OCC(C)C)c1
 : 0.9	4	-5	-0.75	-4	-21	-0.3	7	-3

Source: PubChem BioAssay

Rows are unselected, and some 24% of all compounds hit somewhere here.
